Screening results deposited in PubChem by National Center for Advancing Translational Sciences (NCATS).
GLP1R ag: qHTS of GLP-1 Receptor Agonists. HEK293 GLP-1R CRE-luciferase, luminescence, 4-6 h; cells express a hypersensitive GLP-1R form. AID 624172, 2012. Glucagon-like peptide 1 receptor (Homo sapiens), P43220. Potency, µM (top dose mostly 45.6 µM), for the others: top-dose activation, usual class: activators. 380,000 compounds, 0.007% hits; further: potency means the concentration at half of the fitted maximal effect; % of control where 0% means no effect
GLP1R inv ag: qHTS of GLP-1 Receptor Inverse Agonists (Inhibition Mode); Glucagon-like peptide 1 receptor (Homo sapiens), P43220; HEK293 GLP-1R CRE-luciferase, luminescence, 24 h; GLP-1R form is constitutively active; Potency, µM (series often up to 38.3 µM), inactives show at the highest dose activity change, negative = inhibition, usual class: inhibitors; 410,000 compounds, 1.6% hits; further: potency means the concentration at half of the fitted maximal effect; on the % scale 0 is the no-effect control and ±100 the full control effect; nearly all actives have a fitted effect of over 55% in size
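HEK293 cells stably co-expressing constitutively active GLP-1R and a cAMP-responsive luciferase reporter were seeded in DMEM with 10% Nu serum, given compounds after 12 h, and incubated 24 h at 37 deg C. Luminescence was then read.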
KB-V1 cytotox: qHTS assay for MDR1-selective chemotherapeutics: Primary screen using the drug-selected MDR subline cells KB-V1; KB-V1 MDR cells viability, CellTiter-Glo, 72 h; Potency, µM (highest dose often 46.1 µM), for inactives: at the highest dose activity change, negative = cytotoxicity, most hits filed as cytotoxic; 400,000 compounds, 3.4% hits; further: potency means the concentration at half of the fitted maximal effect; on the % scale 0 is the no-effect control and ±100 the full control effect; nearly all actives have a fitted effect of over 60% in size
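Potencies derive from concentration-effect curves fitted to normalized luminescence (CellTiter-Glo) of KB-V1 cells treated for 72 h at 37 degrees C in phenol-red-free DMEM containing 10% FBS.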
D3 ag: qHTS of D3 Dopamine Receptor Agonist: qHTS; D(3) dopamine receptor (Homo sapiens), P35462; D3R DiscoveRx beta-arrestin cells, luminescence, 90 min; max activation, %; 410,000 compounds, 0.58% hits; AID 652048, 2013; in the data active means max activation above about 30%; further: 0% is about no effect; mostly tested at two doses, the higher about 12 µM
Target sequence (P35462 whole entry, looked up): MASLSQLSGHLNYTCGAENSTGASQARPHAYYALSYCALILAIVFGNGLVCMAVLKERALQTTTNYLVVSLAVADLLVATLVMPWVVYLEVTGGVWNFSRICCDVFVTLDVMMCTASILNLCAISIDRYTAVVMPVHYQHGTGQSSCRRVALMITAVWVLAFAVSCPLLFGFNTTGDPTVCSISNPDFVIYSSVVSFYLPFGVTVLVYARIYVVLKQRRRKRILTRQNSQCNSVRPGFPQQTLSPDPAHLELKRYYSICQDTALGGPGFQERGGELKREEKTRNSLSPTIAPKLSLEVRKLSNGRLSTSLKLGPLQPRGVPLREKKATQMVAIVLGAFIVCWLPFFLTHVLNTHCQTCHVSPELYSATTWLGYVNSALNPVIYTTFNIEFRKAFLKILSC
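Agonist-mode cell screen: cells plated at 1500/well and incubated overnight at 37 °C, then exposed to library compounds for 90 min at 37 °C. Detection reagent was added for 30–60 min at room temperature, and luminescence was read.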
aSyn yeast inh: qHTS of alpha-syn Inhibitors; Yeast expressing alpha-synuclein, growth rescue, BacTiter-Glo, 24 h; Potency, µM (series often up to 46.1 µM), without a hit: at the top dose growth rescue (activation), usual class: activators; 370,000 compounds, 0.14% hits; AID 652106, 2013; further: potency means the concentration at half of the fitted maximal effect; % of control where 0% means no effect; nearly all actives have a fitted effect of over 65% in size
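Galactose-induced alpha-syn yeast (OD600=0.02, raffinose-pregrown) + pinned cpd, 24 hr, 30 deg C; growth by BacTiter-Glo luminescence. Growth restoration scores as activation.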
TDP-43 yeast inh: qHTS of TDP-43 Inhibitors. TDP-43 expressing yeast growth rescue, BacTiter-Glo, 24 h. Potency, µM (doses to about 46.1 µM), inactives show at the top dose growth rescue (activation), actives largely listed as activators. 410,000 compounds, 1.8% hits. AID 652104, 2013; further: potency means the concentration at half of the fitted maximal effect; % of control where 0% means no effect; nearly all actives have a fitted effect of over 50% in size
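Cell-based yeast growth screen: TDP-43 expression induced in galactose, inoculum OD600=0.02 after raffinose pregrowth to mid-log. Read-out BacTiter-Glo luminescence at 24 hr, 30 deg C; inhibition of toxicity seen as signal increase.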
PTHR1 agonist: qHTS for PTHR1 Agonists: Primary Screen. Parathyroid hormone/parathyroid hormone-related peptide receptor (Homo sapiens), Q03431. HEK293 GP2 PTHR1 cells, GloSensor cAMP luminescence, 1 h. Potency, µM (series often up to 115 µM), for the others: at the highest dose activation, most hits filed as activators. 410,000 compounds, 0.075% hits; further: potency means the concentration at half of the fitted maximal effect; nearly all actives have a fitted effect of over 55% in size; some results filed as inactive show a strong effect at the top dose; inactives centre near -15; many of its hits are not listed in these tables
Target sequence (Q03431 whole entry, looked up): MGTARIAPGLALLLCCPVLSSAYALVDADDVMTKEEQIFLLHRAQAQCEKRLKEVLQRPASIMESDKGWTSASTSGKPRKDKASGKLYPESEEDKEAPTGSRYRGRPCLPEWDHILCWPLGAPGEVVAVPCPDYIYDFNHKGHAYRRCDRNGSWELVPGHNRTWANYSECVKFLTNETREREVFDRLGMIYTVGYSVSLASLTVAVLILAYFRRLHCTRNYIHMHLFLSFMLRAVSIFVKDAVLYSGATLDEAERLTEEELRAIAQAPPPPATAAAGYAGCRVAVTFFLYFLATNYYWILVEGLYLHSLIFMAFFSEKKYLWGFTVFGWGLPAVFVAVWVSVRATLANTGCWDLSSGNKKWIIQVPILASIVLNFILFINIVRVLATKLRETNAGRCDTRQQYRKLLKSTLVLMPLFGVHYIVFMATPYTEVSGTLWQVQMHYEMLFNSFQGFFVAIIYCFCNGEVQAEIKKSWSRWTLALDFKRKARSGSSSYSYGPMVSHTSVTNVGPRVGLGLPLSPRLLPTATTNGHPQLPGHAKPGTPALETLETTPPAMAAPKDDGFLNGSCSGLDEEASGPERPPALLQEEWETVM
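HEK-293-derived GP2 cells expressing PTHR1 and a GloSensor cAMP reporter, 3,000/well, plated overnight, given luciferin plus IBMX (each 0.5 mM as added) for 1 h at 37 °C, then compound for 1 h at 37 °C. Luminescence was read after 15 min at room temperature.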
DRD3 antagonist: qHTS of D3 Dopamine Receptor Antagonist: qHTS | D(3) dopamine receptor (Homo sapiens), P35462 | D3R cells, DiscoveRx beta-arrestin luminescence, antagonist mode; stronger effect = lower value | max response, negative = inhibition, % | 360,000 compounds, 2.5% hits | AID 652054, 2013; in the data active means max response below about -50%; inconclusive means no clear call, values can overlap the other calls; further: on the % scale 0 is the no-effect control and ±100 the full control effect; mostly tested at two doses, the higher about 12 µM
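Cells plated overnight at 1500 cells/well, then exposed to library compounds with dopamine controls for 90 minutes at 37 degrees C. DiscoveRx reagent added for 30–60 minutes at room temperature; luminescence read, quantitative HTS format.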
HEK293 tox: qHTS of GLP-1 Receptor Inverse Agonists: Cytotox Screen | 410,000 compounds, 0.13% hits | HEK293 cAMP-luciferase reporter cells, luminescence, 24 h | Potency, µM (series often up to 38.3 µM), for inactives: at the top dose activity change, negative = inhibition, hits mostly inhibitors;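 further: loss of luciferase light is scored as toxicity; potency means the concentration at half of the fitted maximal effect; on the % scale 0 is the no-effect control and ±100 the full control effect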
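Quantitative HTS format, 1536 wells, 200 cells/uL seeded. Compounds: 23 nL, 24 h, 37 °C. Detection: luciferase reagent, luminescence at 12 min RT; decreased signal taken as cytotoxic.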
An asterisk follows results filed as active; i = inactive; ? = inconclusive; . = not tested or not shown; & = joins results of further samples; [ ] = remark or other dose. Unless noted, the call rests on the fitted dose curve; in most records, active means well fitted curve in the direction sought with a large enough effect; inconclusive means small, poorly fitted or top-dose-only effect, or another doubt; inactive means no such curve, though single readings can be large; an effect the other way counts as inactive or inconclusive. This is a subset. The share of hits here may be higher or lower than overall.

SMILES	GLP1R ag	GLP1R inv ag	KB-V1 cytotox	D3 ag	aSyn yeast inh	TDP-43 yeast inh	PTHR1 agonist	DRD3 antagonist	HEK293 tox
O=C(Nc1cccc(S(=O)(=O)N2CCCC2)c1)c1cc(=O)[nH]c2ccccc12	-5%	13%	-20%	0	-2%	-6%	-12%	0	2%
CCC(=O)c1ccc(OCC(=O)NCCCN2CCOCC2)cc1	6%	29%	-11%	-2	5%	-1%	i	2	-1%
COc1ccc(CC(=O)NCCc2ccc(OC)c(OC)c2)cc1	11%	14%	-1%	-4	-7%	-12%	i	1	3%
COc1ccc(OC)c(NC(=O)c2cn(C)c(=O)c3cc(OC)c(OC)cc23)c1	9%	62%[activator]	0%	0	0%	-2%	1%[57.5 µM]	9	2%
CCSc1oc(-c2ccco2)nc1S(=O)(=O)c1ccc(Br)cc1	.	?	12%	-20	.	8%	-49%[inhibitor]	.	48%[activator]
CSc1nnc(-c2cccs2)n1-c1ccccc1	6%	4%	-5%	-15	-1%	0%	i	?	2%
c1ccc(CNc2ncnc3c2ncn3C2CCCCO2)cc1 (stereo not drawn)	1%	-1%	14%	4	2%	-4%	i	-20	12%
CC(C)(C)n1nnnc1C(c1ccccc1)N1CCN(c2ccc(F)cc2)CC1 (stereo not drawn)	-3%	18%	?	-4	0%	12%	i	0	-3%
COc1ccc(-c2nn(-c3ccccc3)cc2C2NC(=O)NC(C)=C2C(=O)OC(C)C)cc1OC (stereo not drawn)	6%	6%	0%	7	-3%	19%	-4%	.	-3%
COc1ccc(C(=S)N2CCCCCC2)cc1	-12%	-26%	4%	-7	-1%	?	i	?	2%
CC1(c2ccc([N+](=O)[O-])cc2)NC(=O)N(CC(=O)c2ccc3c(c2)OCO3)C1=O (stereo not drawn)	-2%	-14%	-20%	-4	3%	21%	-36%[inhibitor]	5	-1%
Cc1ccc(C)c(NC(=O)CN(C)C(=O)c2cccc(N3C(=O)CCC3=O)c2)c1	0%	1%	8%	25	-8%	-12%	i	-6	-3%
CCCCCOC(=O)CSc1ncnc2sc3c(c12)CCC(C)C3 (stereo not drawn)	2%	9%	-6%	-10	-5%	-7%	i	.	0%
Cc1nn(C)c(C(=O)Nc2c(C)nn(Cc3c(F)c(F)c(F)c(F)c3F)c2C)c1Br	-7%	23%	-17%	-3	2%	-2%	-25%	35	3%
COc1ccc(C(C)(NC(C)=O)c2nc(-c3cccc(F)c3)cs2)cc1 (stereo not drawn)	7%	-12%	5%	5	-24%	0%	-10%	2	1%
CCOC(=O)c1sc(-c2cccs2)nc1C	1%	4%	?	-6	1%	17%	i	-14	-2%
C=CCNC(=O)NC(=O)COC(=O)c1cccnc1SC	20%	0%	?	0	-1%	1%	27%[57.5 µM]	0	-4%
Cn1c(C(=O)NCc2cccc(Cl)c2)cc2oc3ccccc3c21	.	?	-22%	-2	.	9%	-3%	.	-5%
CC(C)(C)c1ccc(OCc2cc(=O)n3c4c(sc3n2)CCCC4)cc1	0%	1%	9%	5	.	30%	-8%	.	-3%
CC(C(=O)NCCSCc1cccc(Cl)c1)N(c1ccccc1)S(C)(=O)=O (stereo not drawn)	10%&-8%	?	0%&-16%	6&-12	2%	?	-35%&-38%[inhibitor]	12	-10%&-3%
COc1ccc(NC(=O)Cn2c(=O)n(-c3ccc(CC(=O)NCC4CCCO4)cc3)c(=O)c3ccccc32)c(OC)c1 (stereo not drawn)	0%	-10%	25%	8	.	23%	-46%[inhibitor]	.	-7%
O=C(Nc1cc(Br)ccc1O)C1CC(c2ccccc2Cl)=NO1 (stereo not drawn)	6%	?	3%	-5	7%	21%	-8%	-10	1%
CCOC(=O)N1CCC(NC(=O)Cc2ccccc2)CC1	-4%	16%	11%	1	-4%	10%	-22%	2	-15%
CN(C)S(=O)(=O)c1cccc(NC(=S)N/N=C/c2ccco2)c1	-1%	?	2%	5	-1%	21%	i	16	12%

An excerpt from the list above, as a working copy:
SMILES	GLP1R ag	GLP1R inv ag	KB-V1 cytotox	D3 ag	aSyn yeast inh	TDP-43 yeast inh	PTHR1 agonist	DRD3 antagonist	HEK293 tox
Cc1ccc(C)c(NC(=O)CN(C)C(=O)c2cccc(N3C(=O)CCC3=O)c2)c1	0%	1%	8%	25	-8%	-12%	i	-6	-3%
CCCCCOC(=O)CSc1ncnc2sc3c(c12)CCC(C)C3 (stereo not drawn)	2%	9%	-6%	-10	-5%	-7%	i	.	0%
Cc1nn(C)c(C(=O)Nc2c(C)nn(Cc3c(F)c(F)c(F)c(F)c3F)c2C)c1Br	-7%	23%	-17%	-3	2%	-2%	-25%	35	3%
COc1ccc(C(C)(NC(C)=O)c2nc(-c3cccc(F)c3)cs2)cc1 (stereo not drawn)	7%	-12%	5%	5	-24%	0%	-10%	2	1%
CCOC(=O)c1sc(-c2cccs2)nc1C	1%	4%	?	-6	1%	17%	i	-14	-2%
C=CCNC(=O)NC(=O)COC(=O)c1cccnc1SC	20%	0%	?	0	-1%	1%	27%[57.5 µM]	0	-4%
Cn1c(C(=O)NCc2cccc(Cl)c2)cc2oc3ccccc3c21	.	?	-22%	-2	.	9%	-3%	.	-5%
CC(C)(C)c1ccc(OCc2cc(=O)n3c4c(sc3n2)CCCC4)cc1	0%	1%	9%	5	.	30%	-8%	.	-3%
CC(C(=O)NCCSCc1cccc(Cl)c1)N(c1ccccc1)S(C)(=O)=O (stereo not drawn)	10%&-8%	?	0%&-16%	6&-12	2%	?	-35%&-38%[inhibitor]	12	-10%&-3%
COc1ccc(NC(=O)Cn2c(=O)n(-c3ccc(CC(=O)NCC4CCCO4)cc3)c(=O)c3ccccc32)c(OC)c1 (stereo not drawn)	0%	-10%	25%	8	.	23%	-46%[inhibitor]	.	-7%

Next section.
SMILES	GLP1R ag	GLP1R inv ag	KB-V1 cytotox	D3 ag	aSyn yeast inh	TDP-43 yeast inh	PTHR1 agonist	DRD3 antagonist	HEK293 tox
C[C@]12c3[nH]c4ccc(Cl)cc4c3CCN1C(=O)[C@@H](CC(=O)NCCN1CCOCC1)C[C@@H]2C(=O)N1CCCCC1	2%	6%	0%	-16	4%	22%	-4%	-5	4%
NC(=O)N/N=C/c1ccc(-c2ccc(S(=O)(=O)Nc3ncccn3)cc2)o1	-12%	10%	-1%	0	4%	18%	i	-14	-3%
COc1cccc(NC(=O)C(Cc2ccccc2)NS(=O)(=O)c2ccc3c(c2)oc(=O)n3C)c1 (stereo not drawn)	.	8%	0%	-13	.	-12%	-5%	.	0%
Cc1cccc(N2C(=O)CS/C2=N\NC(=O)c2cccnc2)c1C	5%	2%	6%	6	-5%	-15%	i	9	-13%
CC(C)Oc1ccc(CNC(=O)CN2C(=O)CCc3cc(S(=O)(=O)N4CCCCC4)ccc32)cc1	.	0%	-2%	1	.	17%	i	.	-4%
COC(=O)c1ccc(/C(O)=C(\C#N)c2nc3ccccc3s2)cc1	3%	0%	8.2µM*	6	-21%	-35%[inhibitor]	-30%[57.5 µM]	1	5%
COc1ccc(-c2nnn(CC(=O)NCCc3ccc(OC)c(OC)c3)n2)cc1	14%	-15%	-5%	-10	4%	-4%[0.397 µM]	-12%	-4	-1%
COc1ccc(N=c2oc3c(OC)cccc3cc2C(=O)NCc2ccco2)c(OC)c1	4%	8%	?	0	5%	25%	-13%[57.5 µM]	12	-1%
CN(C(=O)c1cc2ccccc2oc1=O)C1(C)CCS(=O)(=O)C1 (stereo not drawn)	4%	5%	14%	1	0%	7%	i	5	-4%
CCOC(=O)C1(Cc2cccc(OC)c2)CCN(Cc2cccc(OC)c2OC)CC1	7%	?	?	-10	4%	14%	-32%	-1	-21%
CCN(CC(=O)NCCc1ccccc1)S(=O)(=O)c1ccc(C)cc1	2%	-2%	-24%	7	-3%	5%	-23%	18	-5%
COc1ccc(N2CCN(C(c3cc(OC)ccc3OC)c3nnnn3Cc3ccco3)CC2)cc1 (stereo not drawn)	6%	?	-20%	-4	19%	-5%	-5%[57.5 µM]	0	-3%
Cc1cc2c(o1)CC(C)(C)CC2=O	1%	3%	?	-1	-4%	6%	i	5	-3%
COCc1ccc(C(=O)N(C)CC2CCCN(CCc3ccccc3F)C2)o1 (stereo not drawn)	8%	11%	12%	-14	-1%	1%	4%	0	-6%
Cc1ccc(C(CNC(=O)Nc2ccc(Cl)cc2)N2CCN(C)CC2)cc1 (stereo not drawn)	-6%	8.9µM*	18%	-15	-2%	-7%	2%	-23	0%
CC(=O)NC1C(=O)N=C(SCC(=O)Nc2sc3c(c2C#N)CCCCCC3)NC1=O (stereo not drawn)	-1%	-2%	14%	1	0%	-9%	i	11	2%
CC(C)CC(=O)Nc1cc(C(F)(F)F)ccc1N1CCOCC1	4%	-1%	-7%	3	0%	18%	i	18	-6%
Cc1ccccc1NC(=O)C(C#N)Cc1cccnc1 (stereo not drawn)	0%	20%	-24%	9	0%	11%	i	0	-1%
Cn1c(SCC(=O)Nc2ccc3c(c2)OCCO3)nnc1-c1ccccn1	1%	-3%	?	0	0%	27%	i	27	-7%
